GalR3 antagonist = blocks the human galanin receptor 3. O60755. HEK293 GalR3-CNG cAMP membrane potential fluorescence; galR3 body fused to GalR1 C-terminus. inhibition, % at 3 µM. hit rate 0.44% among 360,000;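 active = inhibition above the screen-wide average plus 3 SD, cut at about 13% in these data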;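 also: forskolin and galanin both at EC90 stimulate the cells; cAMP rise reported by CNG channel membrane potential dye signal; 0% = forskolin plus galanin with DMSO and 100% = forskolin alone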
Target sequence (O60755 1-299 limits assumed): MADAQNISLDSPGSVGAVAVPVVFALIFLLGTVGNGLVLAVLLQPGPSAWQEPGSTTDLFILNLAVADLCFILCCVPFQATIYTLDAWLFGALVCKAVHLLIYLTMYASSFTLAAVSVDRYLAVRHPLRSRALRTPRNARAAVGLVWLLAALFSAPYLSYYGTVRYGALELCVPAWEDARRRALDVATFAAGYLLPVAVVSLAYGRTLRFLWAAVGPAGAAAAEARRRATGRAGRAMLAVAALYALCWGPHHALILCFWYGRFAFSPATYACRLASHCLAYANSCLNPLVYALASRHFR
MEKK3 PB1 HTS = raises or lowers MEK5 binding to the human MEKK3 PB1 domain; bead-based flow cytometry, Alexa488-MEK5 binding to MEKK3; actives lie on both sides; 0 = blocked by unlabeled MEK5, 100 = vehicle; AID 1529; binding response (% of control), % at 10 µM; hit rate 1.4% among 290,000; Q99759;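 active = binding response more than 3 SD above or below the average of its plate-row segment, actives on both sides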;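 also: Alexa488 bead fluorescence after subtracting the streptavidin-only scavenger bead signal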
MEKK2 mut-MEK5 = signal of MEK5 binding to mutant human MEKK2 PB1 domain; percent response, % at 10 µM; AID 1530; bead flow cytometry, Alexa488-MEK5 binding to MEKK2 mutant; hit rate 0.35% among 290,000; in the data active = percent response above about 24%, passing the limit was not always enough; also: inactives centre near 1; some results filed as inactive read as strong as hits
CRFBP-R2 agonist = agonists of human CRF-binding protein/CRF-R2 receptor complex. HEK293 CRF-R2/CRF-BP, calcium dye fluorescence (FLIPR); percent of saturating CRF peptide response. activation, % at 13.2 µM. hit rate 0.46% among 350,000;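 active = activation of at least 50%, plus an integration ratio under a set limit after plate pattern correction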;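 also: plate controls were neutral control wells without compound for no effect and CRF at EC100 for full effect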
MEKK2wt PB1 HTS = raises or lowers MEK5 binding to wildtype human MEKK2 PB1 domain; binding response (% of control), % at 10 µM; Q9Y2U5; hit rate 1.1% among 290,000; bead flow cytometry, Alexa488-MEK5 binding to MEKK2 WT; actives lie on both sides; in the data active = binding response below about 67% or above about 130%
DNA FID counter = fluorescent intercalator displacement, NS3 helicase counter-screen; DNA fluorescent intercalator displacement, fluorescence; inhibition, % at 7.9 µM; hit rate 0.17% among 290,000; in the data active = inhibition above about 37%;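 also: 0% = vehicle and 100% = reference compound; higher means more ethidium bromide displaced from hairpin DNA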
UBC9 SUMO inh = SUMOylation inhibition. P63279. HTRF SUMOylation assay, SAE1/SAE2 + UBC9, in vitro. inhibition, % at 35 µM. hit rate 0.36% among 290,000; in the data active = inhibition above about 50%, passing the limit was not always enough; also: strong numbers were not always called active
Target sequence (P63279 whole entry, looked up): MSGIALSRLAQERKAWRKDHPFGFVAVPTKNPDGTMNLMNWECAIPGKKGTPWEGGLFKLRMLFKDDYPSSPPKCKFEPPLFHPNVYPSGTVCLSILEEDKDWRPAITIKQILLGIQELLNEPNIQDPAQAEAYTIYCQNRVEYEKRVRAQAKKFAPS
CRFBP-R2 block = blocks CRF-induced signaling of the CRF-BP/CRF-R2 complex; HEK293 CRF-R2/CRF-BP, CRF-induced calcium fluorescence; AID 588475; inhibition, % at 11.8 µM; hit rate 0.59% among 350,000;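 active = inhibition of the ligand-induced calcium signal above about 50% at the single tested concentration, limit read from the data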
NS3 helicase inh = HCV NS3 helicase inhibition; NS3 helicase DNA unwinding, Cy5 molecular beacon fluorescence; inhibition, % at 10.9 µM; hit rate 0.56% among 290,000;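 active = inhibition above the mean of all tested compounds plus 3 SD, set per campaign, cut at about 35% in these data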;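 also: 0% = DMSO wells and 100% = thioflavine S control wells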
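System: Hepatitis C virus NS3 helicase domain fragment enzyme | Reagent: Annealed dual-labelled DNA beacon duplex, ATP-started | Compound dosing: 10.9 µM single point, 0.8% DMSO | Incubation: 1 h reaction at 25 °C, ATP-initiated | Technique: Cy5 fluorescence | Evaluation: Percent inhibition from t60/t0 fluorescence ratio | Benchmarks: Low DMSO, high thioflavine S at 110 µM | Replication: Singlicate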
An asterisk follows results filed as active; [ ] = another dose, or the depositor's remark. These rows are one share of the data; the hit share may differ from the screen's.

Results for Cc1ccc(C(C(=O)NC2CCCC2)N(Cc2ccc(F)cc2)C(=O)c2csnn2)o1 (centres undefined) ?
GalR3 antagonist: -6; MEKK3 PB1 HTS: 3.0*[inhibitor]; MEKK2 mut-MEK5: -16; CRFBP-R2 agonist: 0.5; MEKK2wt PB1 HTS: 3.0*[inhibitor]; DNA FID counter: -20; UBC9 SUMO inh: 15; CRFBP-R2 block: -12; NS3 helicase inh: 2

Results for CCn1c(Oc2ccc(F)cc2)nc2c1c(=O)n(C)c(=O)n2C ?
GalR3 antagonist: 2; MEKK3 PB1 HTS: 112; MEKK2 mut-MEK5: -1; CRFBP-R2 agonist: -0.6; MEKK2wt PB1 HTS: 106; DNA FID counter: -2; UBC9 SUMO inh: 20; CRFBP-R2 block: 5; NS3 helicase inh: 0

How did Cc1nc2ccccc2c2oc(C(=O)N3CCC(C)CC3)cc12 do in these assays?
GalR3 antagonist: -5; MEKK3 PB1 HTS: 104; MEKK2 mut-MEK5: 8; CRFBP-R2 agonist: -0.8; MEKK2wt PB1 HTS: 105; DNA FID counter: -30; UBC9 SUMO inh: 19; CRFBP-R2 block: -15; NS3 helicase inh: 4

How did O=C(Cc1cccs1)N(c1ccc(F)cc1)C1(C(=O)NC2CCCCC2)CCCC1 do in these assays?
GalR3 antagonist: -4; MEKK3 PB1 HTS: 103; MEKK2 mut-MEK5: -2; CRFBP-R2 agonist: -1.8; MEKK2wt PB1 HTS: 103; DNA FID counter: -42; UBC9 SUMO inh: 3; CRFBP-R2 block: 6; NS3 helicase inh: -9

Results for Cc1ccnc(SCC(=O)c2ccc(Br)cc2)c1C#N ?
GalR3 antagonist: -2; MEKK3 PB1 HTS: 105; MEKK2 mut-MEK5: 2; CRFBP-R2 agonist: 2.4; MEKK2wt PB1 HTS: 105; DNA FID counter: 0; UBC9 SUMO inh: 2; CRFBP-R2 block: 2; NS3 helicase inh: -2

How did Cc1cccc(/C=N\NC(=O)c2sccc2-n2cccc2)c1 do in these assays?
GalR3 antagonist: 0; MEKK3 PB1 HTS: 102; MEKK2 mut-MEK5: 14; CRFBP-R2 agonist: -1.0; MEKK2wt PB1 HTS: 102; DNA FID counter: -4; UBC9 SUMO inh: -13; CRFBP-R2 block: -14; NS3 helicase inh: -3

What do the screens show for `CC(=O)c1cccc(NC(=O)C(OC(=O)c2ccccc2NS(=O)(=O)c2cccs2)c2ccccc2)c1` (centres undefined)?
GalR3 antagonist: 6; MEKK3 PB1 HTS: 94; MEKK2 mut-MEK5: -2; CRFBP-R2 agonist: 0.4; MEKK2wt PB1 HTS: 96; DNA FID counter: -11; UBC9 SUMO inh: 9; CRFBP-R2 block: -1; NS3 helicase inh: 7

Results for N=C1/C(=C/c2cccn2Cc2ccc(F)cc2)C(=O)N=C2SC=CN12 ?
GalR3 antagonist: -7; MEKK3 PB1 HTS: 101; MEKK2 mut-MEK5: -4; CRFBP-R2 agonist: -5.5; MEKK2wt PB1 HTS: 95; DNA FID counter: -8; UBC9 SUMO inh: 25; CRFBP-R2 block: 2; NS3 helicase inh: 4

How did Cc1cc([N+](=O)[O-])nn1Cc1ccc(C(=O)N/N=C/c2ccc(O)cc2O)cc1 do in these assays?
GalR3 antagonist: -9; MEKK3 PB1 HTS: 114; MEKK2 mut-MEK5: -1; CRFBP-R2 agonist: -1.5; MEKK2wt PB1 HTS: 99; DNA FID counter: 1; UBC9 SUMO inh: -32; CRFBP-R2 block: 18; NS3 helicase inh: 4

What do the screens show for `CCN(CC)C(=S)Nc1ccc2nc3n(c(=O)c2c1)CCCCC3`?
GalR3 antagonist: -4; MEKK3 PB1 HTS: 92; MEKK2 mut-MEK5: -14; CRFBP-R2 agonist: 0.6; MEKK2wt PB1 HTS: 91; DNA FID counter: 0; UBC9 SUMO inh: 8; CRFBP-R2 block: -6; NS3 helicase inh: 3

Results for COc1ccc(OCC(=O)Nc2ccccc2O)cc1 ?
MEKK3 PB1 HTS: 80; MEKK2 mut-MEK5: -8; CRFBP-R2 agonist: -0.7; MEKK2wt PB1 HTS: 84; DNA FID counter: 5; UBC9 SUMO inh: 9; CRFBP-R2 block: 11; NS3 helicase inh: -1

What do the screens show for `Cn1c(C(=O)N2CCN(c3ccccc3)CC2)cc2cc(Cl)ccc21`?
GalR3 antagonist: -8; MEKK3 PB1 HTS: 102; MEKK2 mut-MEK5: -4; CRFBP-R2 agonist: 0.2; MEKK2wt PB1 HTS: 96; DNA FID counter: -13; UBC9 SUMO inh: 6; CRFBP-R2 block: -16; NS3 helicase inh: -20

Results for CC(C)(C)n1nnnc1C(c1ccncc1)N1CCN(c2ccc(O)cc2)CC1 (centres undefined) ?
GalR3 antagonist: -5; MEKK3 PB1 HTS: 102; MEKK2 mut-MEK5: 3; CRFBP-R2 agonist: 3.4; MEKK2wt PB1 HTS: 102; DNA FID counter: -9; UBC9 SUMO inh: 12; CRFBP-R2 block: 1; NS3 helicase inh: 2

What do the screens show for `Cc1noc(C)c1CSc1nc2ccccc2s1`?
GalR3 antagonist: -1; MEKK3 PB1 HTS: 102; MEKK2 mut-MEK5: 1; CRFBP-R2 agonist: 2.0; MEKK2wt PB1 HTS: 98; DNA FID counter: -12; UBC9 SUMO inh: -2; CRFBP-R2 block: 8; NS3 helicase inh: 6

What do the screens show for `O=C(COC(=O)CCS(=O)(=O)c1ccc(Cl)cc1)NCCc1ccccc1`?
GalR3 antagonist: -1; MEKK3 PB1 HTS: 104; MEKK2 mut-MEK5: 13; CRFBP-R2 agonist: -1.2; MEKK2wt PB1 HTS: 115; DNA FID counter: -16; UBC9 SUMO inh: 8; CRFBP-R2 block: 12; NS3 helicase inh: 1

How did Cc1ccccc1N(CC(=O)NCCSCc1ccco1)S(C)(=O)=O do in these assays?
GalR3 antagonist: 0; MEKK3 PB1 HTS: 85; MEKK2 mut-MEK5: -5; CRFBP-R2 agonist: -0.5; MEKK2wt PB1 HTS: 84; DNA FID counter: -6; UBC9 SUMO inh: 16; CRFBP-R2 block: 25; NS3 helicase inh: 4

Results for CCN(CC)CCCNC(=O)c1nn(-c2ccc(OC)cc2OC)c(=O)c2ccccc12 ?
GalR3 antagonist: -2; MEKK3 PB1 HTS: 85; MEKK2 mut-MEK5: -2; CRFBP-R2 agonist: 1.5; MEKK2wt PB1 HTS: 95; DNA FID counter: 9; UBC9 SUMO inh: 8; CRFBP-R2 block: 0; NS3 helicase inh: 2

Results for CCOc1cccc(OCCCCN2CCCCC2)c1 ?
GalR3 antagonist: 1; MEKK3 PB1 HTS: 97; MEKK2 mut-MEK5: -5; CRFBP-R2 agonist: -0.2; MEKK2wt PB1 HTS: 98; DNA FID counter: 18; UBC9 SUMO inh: 18; CRFBP-R2 block: 3; NS3 helicase inh: 0

What do the screens show for `C=CCn1c(SCC(=O)Nc2cc(C)c(Cl)cc2OC)nnc1-c1ccco1`?
GalR3 antagonist: -6; MEKK3 PB1 HTS: 100; MEKK2 mut-MEK5: -2; CRFBP-R2 agonist: 2.2; MEKK2wt PB1 HTS: 94; DNA FID counter: -25; UBC9 SUMO inh: 0; CRFBP-R2 block: 18; NS3 helicase inh: -14

How did O=C(CSc1nccn1Cc1ccccc1)Nc1nccs1 do in these assays?
GalR3 antagonist: 4; MEKK3 PB1 HTS: 101; MEKK2 mut-MEK5: 5; CRFBP-R2 agonist: 3.1; MEKK2wt PB1 HTS: 103; DNA FID counter: -6; UBC9 SUMO inh: -6; CRFBP-R2 block: 34; NS3 helicase inh: -4

What do the screens show for `O=C(NCC1CCCO1)c1nn2c(C(F)(F)F)cc(-c3ccc(Br)o3)nc2c1Br` (centres undefined)?
GalR3 antagonist: -6; MEKK3 PB1 HTS: 103; MEKK2 mut-MEK5: -2; CRFBP-R2 agonist: 1.1; MEKK2wt PB1 HTS: 93; DNA FID counter: -35; UBC9 SUMO inh: 15; CRFBP-R2 block: -14; NS3 helicase inh: 11

What do the screens show for `COc1ccccc1-c1cc(C(=O)NCc2ccccc2)no1`?
GalR3 antagonist: -4; MEKK3 PB1 HTS: 106; MEKK2 mut-MEK5: 6; CRFBP-R2 agonist: -0.3; MEKK2wt PB1 HTS: 104; DNA FID counter: -8; UBC9 SUMO inh: 8; CRFBP-R2 block: 14; NS3 helicase inh: -30

What do the screens show for `COc1cccc(C2=NC(C)(C)NC(c3ccccc3O)C2)c1` (centres undefined)?
GalR3 antagonist: 0; MEKK3 PB1 HTS: 90; MEKK2 mut-MEK5: -11; CRFBP-R2 agonist: 4.1; MEKK2wt PB1 HTS: 91; DNA FID counter: -1; UBC9 SUMO inh: -1; CRFBP-R2 block: -41; NS3 helicase inh: -4

What do the screens show for `Cc1cc(OC(=O)c2cc(C(F)(F)F)cc(C(F)(F)F)c2)c([N+](=O)[O-])c(=O)[nH]1`?
GalR3 antagonist: 3; MEKK3 PB1 HTS: 100; MEKK2 mut-MEK5: 3; CRFBP-R2 agonist: 5.0; MEKK2wt PB1 HTS: 103; DNA FID counter: -5; UBC9 SUMO inh: 11; CRFBP-R2 block: 8; NS3 helicase inh: 2

Results for COc1ccc(N2CCN(C(c3nnnn3C3CCCC3)C(C)C)CC2)cc1 (centres undefined) ?
GalR3 antagonist: -3; MEKK3 PB1 HTS: 105; MEKK2 mut-MEK5: 3; CRFBP-R2 agonist: 0.5; MEKK2wt PB1 HTS: 89; DNA FID counter: 1; UBC9 SUMO inh: -8; CRFBP-R2 block: -20; NS3 helicase inh: 3

Results for Cc1ccc(C(O)(CCN2CCCCC2)c2ccccc2)cc1 (centres undefined) ?
GalR3 antagonist: -16; MEKK3 PB1 HTS: 110; MEKK2 mut-MEK5: 11; CRFBP-R2 agonist: 1.0; MEKK2wt PB1 HTS: 119; DNA FID counter: -2; UBC9 SUMO inh: -1; CRFBP-R2 block: -21; NS3 helicase inh: -7

How did S=c1[nH]nc(Cc2ccc(Cl)cc2)n1-c1ccc2c(c1)OCCO2 do in these assays?
GalR3 antagonist: -5; MEKK3 PB1 HTS: 89; MEKK2 mut-MEK5: -11; CRFBP-R2 agonist: -0.3; MEKK2wt PB1 HTS: 91; DNA FID counter: -22; UBC9 SUMO inh: -4; CRFBP-R2 block: -10; NS3 helicase inh: 4

Entries above that contain bromine:
Results for Cc1ccnc(SCC(=O)c2ccc(Br)cc2)c1C#N ?
GalR3 antagonist: -2; MEKK3 PB1 HTS: 105; MEKK2 mut-MEK5: 2; CRFBP-R2 agonist: 2.4; MEKK2wt PB1 HTS: 105; DNA FID counter: 0; UBC9 SUMO inh: 2; CRFBP-R2 block: 2; NS3 helicase inh: -2

What do the screens show for `O=C(NCC1CCCO1)c1nn2c(C(F)(F)F)cc(-c3ccc(Br)o3)nc2c1Br` (centres undefined)?
GalR3 antagonist: -6; MEKK3 PB1 HTS: 103; MEKK2 mut-MEK5: -2; CRFBP-R2 agonist: 1.1; MEKK2wt PB1 HTS: 93; DNA FID counter: -35; UBC9 SUMO inh: 15; CRFBP-R2 block: -14; NS3 helicase inh: 11
